JMJD2C inh: inhibitors of human GASC-1 (JMJD2C) demethylase; GST-JMJD2C(1-420) H3K9me3 demethylation, DELFIA europium; inhibition, % at 2.35 µM; hit rate 0.069% among 330,000; AID 2099;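 active means more than half of a compound's replicate wells show inhibition beyond 50%, single wells judged on their own value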;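 further: signal counts dimethyl H3K9 product captured on neutravidin plate; 0% = median of DMSO wells and 100% = 0.3 times that DMSO median; strong numbers were not always called active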
Target sequence (Q9H3R0 1-420 limits assumed): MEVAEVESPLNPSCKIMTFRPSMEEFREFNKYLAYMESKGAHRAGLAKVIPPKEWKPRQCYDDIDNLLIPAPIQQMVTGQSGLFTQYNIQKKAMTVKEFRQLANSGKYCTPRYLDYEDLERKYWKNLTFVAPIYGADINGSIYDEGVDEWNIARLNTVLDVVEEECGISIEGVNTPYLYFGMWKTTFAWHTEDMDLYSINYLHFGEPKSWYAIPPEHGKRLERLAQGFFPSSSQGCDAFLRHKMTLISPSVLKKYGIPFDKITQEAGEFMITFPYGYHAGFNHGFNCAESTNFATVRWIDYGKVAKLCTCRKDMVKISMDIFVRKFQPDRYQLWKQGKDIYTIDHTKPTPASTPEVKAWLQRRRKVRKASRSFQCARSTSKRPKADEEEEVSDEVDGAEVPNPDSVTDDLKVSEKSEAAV
procasp7 counter: counter-screen for procaspase-3 activators: activators of human procaspase-7; P55210; recombinant procaspase-7, Ac-DEVD-pNA absorbance 405 nm; D23A/D198A/D206A triple mutant, cannot self-cleave; scale: DMSO 0, 5 µM enzyme 100; activation, % at 8.5 µM; hit rate 0.093% among 330,000; AID 463210;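 active means percent activation above the screen-wide mean plus 3 SD, cut at about 25% in these data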
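Material: Procaspase-7 triple mutant (PC-7 D3A) | Quantity: 2 µM procaspase-7 mutant as dispensed | Reagent: DEVD-pNA substrate | Times: 1 h preincubation, 2 h reaction | Technique: 405 nm absorbance of p-nitroaniline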
PP5 inh: PP5 (human) phosphatase inhibition. P53041. purified PP5c, OMFP substrate fluorescence. inhibition, % at 6.7 µM. hit rate 0.18% among 320,000;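 active means inhibition above the campaign's mean inhibition across all tested compounds plus 3 SD, cut at about 9.5% in these data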;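 further: 0% = DMSO only and 100% = 100 µM cantharidin control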
Target sequence (P53041 whole entry, looked up): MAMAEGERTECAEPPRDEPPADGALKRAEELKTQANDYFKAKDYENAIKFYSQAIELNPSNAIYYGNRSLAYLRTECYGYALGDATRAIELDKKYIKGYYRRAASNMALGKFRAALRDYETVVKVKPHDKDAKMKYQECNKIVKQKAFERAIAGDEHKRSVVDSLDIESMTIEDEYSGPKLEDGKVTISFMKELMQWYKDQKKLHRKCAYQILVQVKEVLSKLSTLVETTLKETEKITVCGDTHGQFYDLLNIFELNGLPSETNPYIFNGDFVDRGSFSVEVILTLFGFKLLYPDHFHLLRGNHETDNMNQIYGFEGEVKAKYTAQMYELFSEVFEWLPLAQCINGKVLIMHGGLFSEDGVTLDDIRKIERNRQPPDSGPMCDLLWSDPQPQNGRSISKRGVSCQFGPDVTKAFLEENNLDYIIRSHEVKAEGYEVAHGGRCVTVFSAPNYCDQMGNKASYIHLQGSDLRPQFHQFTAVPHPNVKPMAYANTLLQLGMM
PP1 counter: blocks human PP1-alpha phosphatase, a PP5 counter-screen; inhibition, % at 6.7 µM; AID 2235; purified PP1alpha, OMFP fluorescence; P62136; hit rate 0.9% among 320,000;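 active means inhibition above the mean inhibition of all tested compounds plus 3 SD, computed separately for each screening campaign, cut at about 15% in these data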
proCasp3 act: procaspase-3 (human) activation; recombinant procaspase-3 D3A, Ac-DEVD-pNA absorbance 405 nm; activation, % at 8.5 µM; hit rate 0.11% among 330,000; AID 463141;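 active means activation above the mean of all tested compounds plus 3 SD, cut at about 21% in these data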;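 further: 0% = DMSO alone and 100% = DMSO wells spiked with extra 5 µM PC-3 D3A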
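Compound: 8.5 µM single point, 0.8% DMSO / Material: Autoprocessing-dead procaspase-3 D3A mutant enzyme / Timing: 1 h preincubation plus 2 h reaction at 25 °C / Medium: Zinc-free HEPES/NaCl buffer with 0.01% Triton X-100 at pH 7.4 / Technique: 405 nm absorbance of p-nitroaniline, reads at 0 and 120 min / Repeats: one well per compound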
TPT1 inh: C. albicans TPT1 enzyme inhibition. recombinant caTPT1, FP RNA substrate dephosphorylation. inhibition, % at 5 µM. hit rate 0.81% among 300,000. AID 1962;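 active means inhibition above the mean of all tested compounds plus 3 SD, set per screening campaign, cut at about 24% in these data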;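 further: plate controls were DMSO alone for no effect and ferristatin control at 100 nM for full effect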
Efflux pump mplx: antifungal efflux pump inhibition, Nile Red retention; S. cerevisiae Candida pump triplex; inhibition, % at 10 µM; hit rate 0.44% among 330,000; AID 485275;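 active means plate passing quality check with inhibition over a set limit, or well fluorescence over plate mean plus 4 SD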;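 further: Nile Red retained in pooled yeast measured as flow cytometry median fluorescence; 0% = buffer negative control and 100% = Enniatin B positive control; higher means more Nile Red kept so more efflux inhibition; some compounds called inactive have numbers as strong as hits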
Fh CTSL1 inh: cathepsin L1 inhibition, PFM18AAP counter-screen | recombinant F. hepatica cathepsin L1, Z-Leu-Arg-MCA fluorescence | inhibition, % at 5.96 µM | hit rate 0.49% among 300,000;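 active means inhibition above the mean of all tested compounds plus 3 SD, set per screening campaign, cut at about 17% in these data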;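 further: 0% = plate median of test compound wells and 100% = 1 µM Z-Phe-Ala-diazomethylketone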
core dimer inh: HCV core protein dimerization inhibition; inhibition, % at 5 µM; AID 1899; TR-FRET GST/Flag-core106 dimerization, 1536-well; hit rate 0.33% among 300,000;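 active means inhibition above the mean of all tested compounds plus 3 SD, set per screening campaign, cut at about 45% in these data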
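Assay system – GST-tagged and Flag-tagged HCV core protein residues 1-106 · Quantity – core106 proteins, GST 13.5 nM and Flag 17 nM · Benchmarks – unlabelled core106 and no-GST-core106 wells · Read-out basis – percent inhibition of core106 dimerization signal · Detection – time-resolved FRET, ex 340 nm, em 617 and 671 nm · Schedule – 4 h at 22.5 °C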
An asterisk follows results filed as active; i = inactive; · = not tested or not shown.

compound	TPT1 inh	proCasp3 act	PP5 inh	Efflux pump mplx	procasp7 counter	Fh CTSL1 inh	JMJD2C inh	PP1 counter	core dimer inh
COC(=O)c1ccc(NC(=O)N2CCCC(C(=O)c3ccccc3OC)C2)cc1 (stereo unspecified)	-1.6	-4.2	2.5	0.1	4.2	-0.4	-4.6	7.7	-2.1
CCOC(=O)c1cnn(-c2ccccc2)c1NC(=O)CN1CCCCC1	-1.2	8.9	1.2	0.0	3.7	-1.3	·	-5.8	2.4
O=C(N/N=C/c1ccc(Br)cc1)c1cc[n+](Cc2ccccc2)cc1	0.5	-2.4	0.0	-0.1	7.9	-1.0	1.9	-2.5	-1.1
CCC(CC)C(=O)Nc1c2c(nn1-c1ccc(F)cc1)CS(=O)(=O)C2	-2.9	-0.1	-0.7	0.1	-2.4	-2.4	13.2	-0.2	-4.6
COc1cccc(NC(=O)N2CCC(NC(=O)C(Cc3ccccc3F)NC(C)=O)CC2)c1 (stereo unspecified)	0.7	0.1	-0.3	0.1	2.2	0.2	11.7	2.8	-0.7
Cc1cccc(OCCCC(=O)Nc2ccc(N3CCCCC3)cc2)c1	-1.5	-4.2	-0.5	0.2	-7.6	0.4	3.8	-5.4	7.7
COc1ccccc1NS(=O)(=O)c1cc(NC(=O)c2[nH]c(C)c(C(C)=O)c2C)ccc1N1CCOCC1	-4.2	1.9	2.9	0.0	-14.4	-0.9	5.7	0.0	9.0
CCC(c1nnc(SCC(=O)NC2CCCCC2)n1Cc1ccccc1)N(C)C (stereo unspecified)	-3.2	-0.3	1.1	0.0	10.5	-1.8	-1.4	-2.8	0.5
NC(=O)c1cc([N+](=O)[O-])c(Cl)cc1NCc1cccnc1	-6.4	-2.3	-0.8	0.0	-2.4	-1.5	7.2	-2.2	19.8
C=CCOc1ccc(C2C(C(=O)c3cccs3)=C(O)C(=O)N2c2nnc(C)s2)cc1 (stereo unspecified)	-36.0	-9.7	2.6	0.5	-49.8	3.7	14.0	4.0	14.5
Cc1ccc(CNC(=O)CSc2n[nH]c(N)n2)cc1	-5.2	3.8	-1.2	-0.1	7.7	0.0	-4.6	-2.0	-4.6
COc1ccc(NC(=O)c2ccc3c(c2)OCO3)cc1[N+](=O)[O-]	-4.3	-4.7	4.3	0.0	-0.3	2.2	11.2	-1.3	-2.3

Next section (two carried over from the part before).
compound	TPT1 inh	proCasp3 act	PP5 inh	Efflux pump mplx	procasp7 counter	Fh CTSL1 inh	JMJD2C inh	PP1 counter	core dimer inh
Cc1ccc(CNC(=O)CSc2n[nH]c(N)n2)cc1	-5.2	3.8	-1.2	-0.1	7.7	0.0	-4.6	-2.0	-4.6
COc1ccc(NC(=O)c2ccc3c(c2)OCO3)cc1[N+](=O)[O-]	-4.3	-4.7	4.3	0.0	-0.3	2.2	11.2	-1.3	-2.3
C/C(=N\Nc1nc2ccccc2[nH]1)c1ccc2c(c1)OCCO2	-0.4	2.4	0.9	-0.2	0.4	-4.5	-13.3	1.6	-8.1
CC(=O)Nc1cc(C(=O)NCc2ccco2)ccc1Sc1ccc(F)cc1	-1.1	-4.5	-0.1	0.1	8.3	-0.5	2.3	2.2	0.0
CNC(=O)COc1coc(CN2CCN(c3ccccc3)CC2)cc1=O	-1.6	2.9	0.3	0.2	6.2	-0.2	3.5	0.1	-5.9
CCCn1c(O)c(N=NC(=O)CNC(=O)/C=C/c2ccc(OC)cc2)c2ccccc21	1.8	5.5	3.8	-0.5	11.1	4.1	-11.1	6.1	5.8
C=CCCN(C(C(=O)OC)C(C)C)S(=O)(=O)c1ccccc1Br (stereo unspecified)	-5.0	-2.4	4.3	0.0	-7.8	0.2	20.3	1.3	4.4
COc1ccc(C(C)(C)C)cc1NC(=O)c1ccc[n+]([O-])c1	-1.0	-3.4	-0.4	-0.2	-2.0	2.1	-5.1	-2.6	1.5
Cc1ccc(N2C(=O)CC(Sc3ncn[nH]3)C2=O)cc1C (stereo unspecified)	-3.2	-11.1	2.6	0.3	-26.8	3.0	-5.3	4.3	28.8
CCOC(=O)N1CCN(C(=O)C2CCC(=O)N(Cc3ccc(Cl)cc3)C2)CC1 (stereo unspecified)	-0.3	5.6	0.3	0.0	0.1	0.3	-6.8	0.3	-10.6
O=C(NCc1nc2ccccc2[nH]1)C1=C[C@H](c2ccc3c(c2)OCO3)C[C@H](OCCCCO)O1	-1.6	13.3	-1.7	-0.2	-1.4	-1.3	3.1	0.6	-5.4
COc1ccc(NCC(=O)N/N=C/C=C\c2ccccc2)cc1	-8.4	-7.6	-5.7	0.1	-15.1	4.4	-0.2	-1.5	-11.9
CCSc1nsc(NC(=O)Nc2cccc(C(C)=O)c2)n1	-0.9	5.2	4.8	-0.1	-9.5	18.9*	8.3	3.5	-12.7
CCCC[N+](CC#Cc1ccccc1)(CCCC)CCCS(=O)(=O)[O-]	0.9	-6.3	1.9	0.1	0.8	-2.0	-9.6	0.1	-6.6
COc1cc(CN2CCN(c3cccc(Cl)c3)CC2)cc(OC)c1OC	-0.3	2.3	3.7	0.1	-1.3	-0.4	3.3	4.8	1.7
Cc1ccc(NC(=O)c2ccc(OC(=O)CCN3C(=O)c4ccccc4C3=O)cc2)cc1	-6.7	0.5	0.5	0.0	7.9	-23.0	37.3	4.4	1.7
CCOC(=O)c1nc(Nc2ccc(C(=O)O)cc2)c2ccccc2n1	2.0	-15.3	1.2	0.0	4.3	-0.9	6.3	-2.0	0.0
CC(NC(=O)CNC(=O)c1cccs1)c1cccc(C(F)(F)F)c1 (stereo unspecified)	·	5.9	·	-0.1	12.8	·	-3.5	·	·
CCn1c(CC(=O)Nc2ccc(OC)cc2)nnc1SCC(=O)N1CCOCC1	2.0	-2.0	1.0	0.4	-6.3	-1.5	2.7	-0.8	-6.0
Cc1cc(C)n2nc(C(=O)Nc3c(C)nn(Cc4ccc(F)cc4)c3C)cc2n1	-0.8	-1.1	-0.3	0.1	6.4	1.2	-0.2	-0.2	-3.8
OC1(c2ccc(Br)cc2)CN(c2ccccc2)C2=[N+]1CCS2 (stereo unspecified)	-2.1	-1.2	0.1	-0.1	-2.5	-1.5	4.7	1.6	0.3
CC(C)(C)NC(=O)NC(=O)COC(=O)CNC(=O)c1cccc(F)c1	1.6	-0.7	-0.3	-0.1	6.7	4.7	-30.0	-1.7	-6.0
CC1C(=O)N2CCCc3cc(NS(=O)(=O)c4ccc([N+](=O)[O-])cc4)cc1c32 (stereo unspecified)	-2.6	-0.9	-0.2	0.5	9.9	1.1	111.8	-2.5	1.1
Cc1ccc(N=C2NC(=O)/C(=C/c3cn(C)c4ccccc34)S2)cc1C	116.8*	-14.4	-2.2	0.5	-5.4	1.5	-2.9	-0.1	6.2
Cc1cc(NS(=O)(=O)c2ccc(NC(=O)COc3ccccc3Cl)cc2)no1	0.2	7.0	2.0	0.0	-0.2	-0.6	-4.3	-2.9	4.2
COc1ccc2[nH]c(N=Nc3ccccc3C)c(O)c2c1	1.0	-5.4	-0.8	0.1	-0.8	2.6	3.6	5.5	-4.2
COc1ccc(C(CNC(=O)C(C)c2ccc3cc(OC)ccc3c2)N(C)C)cc1 (stereo unspecified)	-6.3	-0.5	0.3	-0.1	5.7	1.6	-3.9	-2.3	-2.0
CCCCn1c(SCC(=O)NCc2ccco2)nc2cc(S(N)(=O)=O)ccc21	-1.1	4.9	4.1	0.0	-7.5	-2.2	1.4	0.3	-1.4
CC(=O)c1cc(NC(=O)c2ccc(C)cc2)c(=O)oc1/C=C/N(C)C	156.1*	-7.9	1.5	-0.2	-1.6	8.8	9.6	-2.3	-22.1
CSCCC(NC(=O)c1ccccc1Br)C(=O)NCC(C)(C)N1CCOCC1 (stereo unspecified)	0.6	1.5	3.5	-0.2	5.3	-3.0	-15.0	-8.5	-0.1
Cc1ccc(NC(=O)CS(=O)CC(=O)N(c2ccccc2)C(C)C(=O)NC2CCCC2)cc1 (stereo unspecified)	-2.6	-2.0	0.7	0.0	-2.7	7.2	11.1	-11.0	-25.7
CC(C)(C)OC(=O)N1CCN(C(=O)c2[nH]cnc2C(=O)NCc2ccccc2)CC1	·	-6.2	2.4	0.1	-6.2	·	-0.4	-4.4	·
O=C(c1ccc(NS(=O)(=O)c2cccs2)cc1)N1CCOCC1	-3.4	-1.0	2.0	0.0	10.7	-0.2	-17.4	0.4	-9.9
Nc1ncnc(Nc2c(F)cccc2F)n1	-3.9	1.8	0.1	-0.3	-1.4	2.0	14.8	-3.3	-6.8
COc1ccc(C(=O)NNC(=O)c2snnc2C)cc1	-2.2	4.5	0.2	-0.1	18.8	-3.0	-2.2	-3.9	4.3
Cc1cc(NC(=O)CSc2n[nH]c(-c3ccccc3Br)n2)no1	·	3.8	·	0.2	1.0	·	-15.3	·	·
O=C(/C=C/c1ccccc1)c1ccc2c(c1)OCO2	-1.4	-4.5	1.4	0.1	-2.2	1.7	10.8	-1.3	6.5
CSC[C@H](NC(=O)Cc1c(C)c2cc3c(C)c(C)oc3cc2oc1=O)C(=O)N[C@@H](Cc1ccccc1)C(=O)O	-2.5	9.6	-0.9	-0.2	-3.8	6.3	i	-2.8	2.9
N#Cc1c(SCC(=O)O)nc(-c2ccccc2)c2c1CCCC2	-1.2	-6.4	1.4	0.1	-6.5	-3.9	17.3	-6.6	3.6
CC(C)C[C@@H](CSc1ccc(Br)cc1)N1CCN(CCc2ccccc2)CCC1=O	0.0	4.0	3.2	·	17.8	3.2	4.5	4.4	9.9
COc1ccccc1C(O)(C(=O)NN(C)c1ccccc1)c1ccccc1OC	-0.7	0.6	1.3	0.3	2.1	-2.4	8.1	0.9	-5.0

Quoted at random: 5 compounds from above.
compound	TPT1 inh	proCasp3 act	PP5 inh	Efflux pump mplx	procasp7 counter	Fh CTSL1 inh	JMJD2C inh	PP1 counter	core dimer inh
CSCCC(NC(=O)c1ccccc1Br)C(=O)NCC(C)(C)N1CCOCC1 (stereo unspecified)	0.6	1.5	3.5	-0.2	5.3	-3.0	-15.0	-8.5	-0.1
N#Cc1c(SCC(=O)O)nc(-c2ccccc2)c2c1CCCC2	-1.2	-6.4	1.4	0.1	-6.5	-3.9	17.3	-6.6	3.6
O=C(/C=C/c1ccccc1)c1ccc2c(c1)OCO2	-1.4	-4.5	1.4	0.1	-2.2	1.7	10.8	-1.3	6.5
COc1ccc(C(CNC(=O)C(C)c2ccc3cc(OC)ccc3c2)N(C)C)cc1 (stereo unspecified)	-6.3	-0.5	0.3	-0.1	5.7	1.6	-3.9	-2.3	-2.0
COc1ccccc1C(O)(C(=O)NN(C)c1ccccc1)c1ccccc1OC	-0.7	0.6	1.3	0.3	2.1	-2.4	8.1	0.9	-5.0

Assay outcomes from PubChem.
